Compound activity as filed in PubChem BioAssay.
OXTR potentiator: human OXTR potentiators, primary screen, fluorescence, CHO-OTR cells, Fluo-8 calcium; Oxytocin receptor (Homo sapiens), P30559; Fluo-8 calcium fluorescence, potentiator mode; 0% = oxytocin EC15, 100% = EC100; activation, % at 3 µM; 320,000 tested, 0.061% active; AID 2445, 2010;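 active = activation above that plate's cutoff, the mean activation of tested compounds plus 3 SD, cut at about 6.6% in these data, passing the limit was not always enough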;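 also: 100% uses oxytocin at 75 nM as the full agonist control; some results filed as inactive read as strong as hits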
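System: human OTR in CHO cells; Also added: sub-maximal oxytocin, roughly EC15; Timing: compound 6 min at room temperature before oxytocin, 100 s read; Technique: Fluo-8 intracellular calcium fluorescence, ex 470-495, em 515-575 nm; Controls: oxytocin EC15 low and EC100 high; Replication: singlicate.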
NALP1 yeast inh: NALP1 inflammasome inhibitors in reconstituted yeast, colorimetric, S. cerevisiae, triplicate retest; S. cerevisiae NALP1/ASC/caspase-1 growth, X-gal OD620, 72 h; inhibition, % at 10 µM; 280,000 tested, 0.61% active; in the data active = inhibition mostly above about 24%, no sharp cut-off; inactive = mostly below about 32%; also: some compounds called inactive have numbers as strong as hits
V1R ag counter: agonists of human V1a receptor, primary screen, counter-screen for OXTR agonist project, fluorescence, CHO-V1R cells; 320,000 tested, 0.25% active; AID 2797, 2010; activation, % at 3 µM; Fluo-8 calcium fluorescence, agonist mode; 0% DMSO, 100% 3 nM vasopressin; Vasopressin V1a receptor (Homo sapiens), P37288;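 active = activation above the mean activation of all tested compounds plus 3 SD, per screening run, cut at about 20% in these data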;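 also: signal is peak over basal fluorescence ratio across a 100 second FLIPR read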
Target sequence (P37288 whole entry, looked up): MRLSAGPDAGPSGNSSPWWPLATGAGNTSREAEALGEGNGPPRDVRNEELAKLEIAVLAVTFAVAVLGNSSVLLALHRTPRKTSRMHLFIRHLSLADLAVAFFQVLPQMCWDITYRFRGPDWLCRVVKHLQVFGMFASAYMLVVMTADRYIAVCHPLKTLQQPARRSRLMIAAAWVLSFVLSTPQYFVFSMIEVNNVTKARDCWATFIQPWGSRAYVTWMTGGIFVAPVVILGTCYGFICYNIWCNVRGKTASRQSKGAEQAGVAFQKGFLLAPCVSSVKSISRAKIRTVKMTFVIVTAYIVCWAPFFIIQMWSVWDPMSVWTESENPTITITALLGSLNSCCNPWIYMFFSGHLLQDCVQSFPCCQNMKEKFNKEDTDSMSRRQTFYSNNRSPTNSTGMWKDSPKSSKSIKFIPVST
PfM18AAP inh: PfM18AAP inhibitors, malaria aminopeptidase, primary screen, biochemical, QFRET, recombinant enzyme; H-Glu-NHMec fluorogenic cleavage; inhibition, % at 7.35 µM; 290,000 tested, 1.2% active; AID 1822, 2009;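 active = inhibition above the campaign mean inhibition over all tested compounds plus 3 SD, cut at about 28% in these data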;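 also: 0% = plate median of test compound wells and 100% = 2 mM ZnCl2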
GPR7 antagonist: GPR7 receptor antagonists, primary screen, cell-based, fluorescence, single concentration. 290,000 tested, 1.1% active. AID 1861, 2009. Neuropeptides B/W receptor type 1 (Homo sapiens), P48145. GPR7-expressing cells, fluorescence antagonist assay. inhibition, % at 4.4 µM; in the data active = inhibition above about 16%, passing the limit was not always enough;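 also: cells stimulated with the agonist NPW; 0% = agonist with vehicle and 100% = vehicle without agonist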
Target sequence (P48145 whole entry, looked up): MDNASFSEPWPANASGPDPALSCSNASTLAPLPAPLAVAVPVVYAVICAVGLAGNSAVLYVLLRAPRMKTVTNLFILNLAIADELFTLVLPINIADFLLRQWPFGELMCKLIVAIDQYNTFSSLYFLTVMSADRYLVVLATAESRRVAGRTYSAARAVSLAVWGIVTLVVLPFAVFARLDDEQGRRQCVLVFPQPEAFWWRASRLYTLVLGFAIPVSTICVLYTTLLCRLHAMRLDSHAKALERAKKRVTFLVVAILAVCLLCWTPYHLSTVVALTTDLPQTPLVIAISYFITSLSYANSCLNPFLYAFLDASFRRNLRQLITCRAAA
MEKK2 mut-MEK5: MEK5 binding signal on mutant MEKK2 PB1, primary screen, biochemical, multiplex bead flow cytometry, Alexa488-MEK5; percent response, % at 10 µM; 290,000 tested, 0.35% active; Alexa488-MEK5 binding to MEKK2 mutant; in the data active = percent response above about 24%, passing the limit was not always enough; also: inactives centre near 1; some results filed as inactive read as strong as hits
MEKK2 WT-MEK5: modulators of MEK5 binding to wildtype MEKK2, primary screen, biochemical, multiplex bead flow cytometry, Alexa488-MEK5; Alexa488-MEK5 binding to MEKK2 WT; actives lie on both sides; binding response (% of control), % at 10 µM; 290,000 tested, 1.1% active; AID 1531, 2009; in the data active = binding response below about 67% or above about 130%
OXTR ag: human OXTR agonists, primary screen, fluorescence, CHO-OTR cells, Fluo-8 calcium; Oxytocin receptor (Homo sapiens), P30559; Fluo-8 calcium fluorescence; normalized: DMSO 0%, oxytocin 100%; AID 2435, 2010; 320,000 tested, 0.32% active; activation, % at 3 µM;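 active = activation above the mean of all tested compounds plus 3 SD, cutoff set per screening run, cut at about 20% in these data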;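 also: peak over basal fluorescence ratio from a 100 s FLIPR kinetic read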
GalR3 antagonist: GalR3 antagonists in HEK293 cells, primary screen, cell-based, fluorescence readout. HEK293 GalR3-CNG cAMP membrane potential fluorescence; galR3 body fused to GalR1 C-terminus. inhibition, % at 3 µM. 360,000 tested, 0.44% active. Galanin receptor type 3 (Homo sapiens), O60755;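 active = inhibition above the screen-wide average plus 3 SD, cut at about 13% in these data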;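 also: forskolin and galanin both at EC90 stimulate the cells; cAMP rise reported by CNG channel membrane potential dye signal; 0% = forskolin plus galanin with DMSO and 100% = forskolin alone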
Target sequence (O60755 1-299 limits assumed): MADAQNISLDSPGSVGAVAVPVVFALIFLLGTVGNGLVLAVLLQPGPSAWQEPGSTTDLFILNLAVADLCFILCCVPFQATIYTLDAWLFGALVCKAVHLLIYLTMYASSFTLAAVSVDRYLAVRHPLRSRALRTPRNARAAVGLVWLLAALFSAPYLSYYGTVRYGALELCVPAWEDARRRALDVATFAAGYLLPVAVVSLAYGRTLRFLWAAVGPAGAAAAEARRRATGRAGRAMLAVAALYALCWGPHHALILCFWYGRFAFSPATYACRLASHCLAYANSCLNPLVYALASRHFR
Starred values were filed as active, the others as inactive; . = not tested or not shown. Compounds as they come, and some 4.1% of all compounds hit somewhere here.

SMILES	OXTR potentiator	NALP1 yeast inh	V1R ag counter	PfM18AAP inh	GPR7 antagonist	MEKK2 mut-MEK5	MEKK2 WT-MEK5	OXTR ag	GalR3 antagonist
COc1ccc(N=C2NN=C(c3ccc4c(c3)OCCO4)CS2)cc1	-15	-10	-0.3	-6	23*	4	102	-0.5	-2
CCC(C)(C)C(=O)Nc1ccc(C(N)=O)cc1	-2	9	0.4	7	-5	5	103	0.1	-1
CCCSc1nc(N)c2c3c(sc2n1)CN(C)CC3	0	-4	1.4	-6	-1	.	.	1.4	.
O=C(CCN1CCN2CCCC2C1)N1c2ccccc2Sc2ccc(Cl)cc21 (stereo not drawn)	-11	25	1.6	5	-2	14	110	0.5	-9
Oc1c(C=Nc2ccccc2Cl)[nH]c2ccccc12	1	2	-0.5	-8	-13	0	98	-0.3	4
C(#CC1CCCC1)c1ccc2c(c1)COc1c3ccccc3nn1-2	-14	-2	0.2	.	.	3	101	-1.1	-4
Cc1cc(Br)c(NC(=O)CCl)c(Br)c1	-3	2	-0.9	-1	-1	-3	89	-1.8	-2
Cc1cccc(NC(=O)c2ccc(S(=O)(=O)N3CCCCC3C)cc2)n1 (stereo not drawn)	-6	25	2.4	2	-20	5	105	2.1	0
O=C(Nc1cc2c(cc1[N+](=O)[O-])OCCO2)c1cccnc1	-5	.	-0.4	.	.	.	.	-0.2	0
CN1C(=O)NC(c2ccccc2)C2=C1CN(c1ccc3ccccc3c1)C2=O (stereo not drawn)	3	-7	-0.4	3	7	15	112	-0.4	-2
Cc1[nH]c2ccccc2c1/C=N/n1cnnc1	-14	1	0.2	2	-6	-1	98	0.7	-1
CSc1ncc(C(=O)O)n1-c1ccc(F)cc1	-9	22	0.6	-4	-2	2	106	0.5	-1
Clc1ccc(CNCC2CCCO2)c(Cl)c1 (stereo not drawn)	-7	.	-0.2	.	.	.	.	-0.9	-6
Cc1ccc(NC(=S)NC2CC3CCC(C2)N3Cc2ccco2)c(C)c1 (stereo not drawn)	2	22	-0.6	-1	-14	2	100	-1.0	-1
COc1c(C)cc(S(=O)(=O)NCCN2CCOCC2)c(C)c1C	-4	3	0.0	2	-16	7	105	-0.9	-8
CSC1=C(C#N)C(CC(C)C)C2=C(CCCC2=O)N1 (stereo not drawn)	-3	-6	0.7	-2	-8	0	101	-0.4	-3
CCCCCCNC(=O)c1cc(-c2ccco2)nc2ccccc12	-12	6	-1.6	-16	1	4	105	-2.5	-4
O=C(NCCN1CCOCC1)c1cc(Sc2ccccc2Cl)nc2ccccc12	3	20	3.1	-16	2	-1	96	0.4	1
COc1ccc(/C=C(\NC(=O)c2ccc(C)cc2)C(=O)Nc2c(C)n(C)n(-c3ccccc3)c2=O)cc1	0	7	0.1	7	8	-3	87	-0.5	-4
CC(=O)Nc1ccc(S(=O)(=O)NCC(=O)OCC(=O)Nc2sccc2C(N)=O)cc1	-1	.	1.8	.	.	.	.	-0.2	-5
O=c1[nH]c2ccccc2cc1-c1nnn(-c2ccc(Cl)c(Cl)c2)n1	0	.	-0.1	.	.	1	101	0.6	1
O=C(O)c1cccc(CSc2nnc(COc3ccccc3)o2)c1	-5	13	1.3	-12	-6	8	117	0.0	0
Cc1nn(CC(=O)NCCCN2CCCCC2C)c(=O)c2cccn12 (stereo not drawn)	-1	-2	1.0	-4	-1	7	102	-0.2	-4
COc1ccc(NC(=S)NCCN2CCOCC2)c(OC)c1	-4	.	0.3	2	-4	5	111	-0.5	-3
Cc1ccc2c(Cl)c(C(=O)Nc3ccc4c(c3)OCO4)sc2c1	0	12	-0.6	-7	-5	-1	101	-0.9	5
O=C(NCc1ccncc1)Nc1ccc(F)cc1	0	8	-0.6	-2	31*	-5	95	0.4	-3
O=C(NC1CCCC1)C1C2C=CC(C2)C1C(=O)N1CCOCC1 (stereo not drawn)	-4	-28	-0.4	-8	-5	-1	101	0.2	-3
COc1ccc(Cl)cc1NC(=O)NNC(=O)c1ccccn1	.	-1	.	11	-3	-4	96	.	-1
CNC(=O)COC(=O)c1ccc(OCC(=O)Nc2ccccc2OC)c(OC)c1	-10	-21	-0.5	-1	-8	.	.	-0.1	0
CN(C)S(=O)(=O)N1CCN(c2cc(Cl)ccc2Cl)CC1	-11	24	0.4	-2	1	3	101	-0.5	-4

Record cards, from the list above. Order of values: OXTR potentiator, NALP1 yeast inh, V1R ag counter, PfM18AAP inh, GPR7 antagonist, MEKK2 mut-MEK5, MEKK2 WT-MEK5, OXTR ag, GalR3 antagonist
Listed for CCCCCCNC(=O)c1cc(-c2ccco2)nc2ccccc12 : -12, 6, -1.6, -16, 1, 4, 105, -2.5, -4
Listed for CN(C)S(=O)(=O)N1CCN(c2cc(Cl)ccc2Cl)CC1 : -11, 24, 0.4, -2, 1, 3, 101, -0.5, -4
Listed for Oc1c(C=Nc2ccccc2Cl)[nH]c2ccccc12 : 1, 2, -0.5, -8, -13, 0, 98, -0.3, 4
Listed for CC(=O)Nc1ccc(S(=O)(=O)NCC(=O)OCC(=O)Nc2sccc2C(N)=O)cc1 : -1, ., 1.8, ., ., ., ., -0.2, -5

Next part
SMILES	OXTR potentiator	NALP1 yeast inh	V1R ag counter	PfM18AAP inh	GPR7 antagonist	MEKK2 mut-MEK5	MEKK2 WT-MEK5	OXTR ag	GalR3 antagonist
Cc1ccc(C)c(N2CCN(S(=O)(=O)c3ccc4[nH]c(=O)ccc4c3)CC2)c1	-3	20	-1.1	-4	-21	-3	94	-0.9	.
COc1ccc(CCNC(=O)c2cccc([N+](=O)[O-])c2)cc1OC	-6	.	-1.4	.	.	.	.	1.2	-2
CCC1(CC)C(=O)C2=C3C1[C@H](C(=O)OC)CC(C(=O)OC)C[C@H]3n1c(=O)n(C)c(=O)n1[C@H]2C (stereo partly drawn)	-7	.	-0.2	.	.	7	112	-0.3	1
Cc1ccc(CNC(=O)c2ccccc2SCC(=O)NCC2CCCCC2)cc1	-3	36	0.3	24	-1	1	101	-2.2	-2
CC1CCN(c2nc3c(c(=O)n(C)c(=O)n3C)n2Cc2ccccc2)CC1	1	16	-0.6	4	-5	6	113	-2.1	-7
Cc1ccc(N/C=C(\C2OC(=O)c3ccccc32)[N+](=O)[O-])c(C)c1 (stereo not drawn)	2	8	0.2	51*	-15	-3	94	-0.2	-2
Cc1nc(N)sc1-c1nnc(SCC(=O)Nc2ccccc2C(F)(F)F)n1C	-2	1	0.5	0	-3	-4	96	-0.6	-3
COc1ccc(NC(=O)CCC2COc3ccccc3O2)c(OC)c1 (stereo not drawn)	-5	11	-0.1	8	21	0	94	0.2	-4
CN(C)c1ccc(/C=N/Nc2nncc3ccccc23)cc1	-5	11	0.2	-13	-7	4	108	-1.8	-7
C/C(=C\c1cc(C(=O)O)c(C)o1)CO	-15	15	0.6	-2	-16	-6	94	0.4	-1
COc1cccc(-c2nc3n(n2)C(c2ccc4c(c2)OCO4)C(C(N)=O)=C(C)N3)c1 (stereo not drawn)	-16	18	0.5	-2	-9	2	96	-1.5	-2
CCOc1ccc2nc(SCC(=O)N3c4ccccc4Sc4ccccc43)c(C#N)cc2c1	-2	22	2.6	-6	-1	-2	95	2.4	-1
CC12CCC(=O)N1C(C(=O)OCC(=O)Nc1sccc1C#N)CS2 (stereo not drawn)	1	11	0.7	3	-15	1	100	0.5	-5
CCCc1cc(=O)[nH]c(SCC(=O)Nc2ncc(S(=O)(=O)c3ccc([N+](=O)[O-])cc3)s2)n1	-6	-3	0.7	-9	-10	5	100	3.0	-6
Cn1c(SCC(=O)N2CCCC2=O)nc2ccccc21	-4	14	-0.1	5	-10	-2	102	0.4	-5
Cc1cccc(-c2noc(-c3ccc(F)cc3)n2)c1	3	8	-0.7	-5	-4	2	100	0.7	-5
CCOC(=O)CC(=O)CSc1ccc2nnc(-c3ccc(C)cc3)n2n1	-2	-7	-0.6	2	-7	7	111	-1.4	-6
CCOC(=O)N1CCC(NC(=O)CC2C(=O)NCCN2Cc2ccc(C)cc2)CC1 (stereo not drawn)	-5	4	0.7	0	-12	18	124	-0.3	0
CCCc1nc2oc3c(OC)ncnc3c2c2c1COC(C)(C)C2	6	10	-1.1	6	-17	3	99	-1.5	-4
COc1ccc(Cl)c2sc(N(Cc3cccnc3)C(C)=O)nc12	-7	7	-0.6	3	-8	2	105	0.8	6
COc1cc(OC)cc(C(=O)Nc2ccc(S(=O)(=O)Nc3nc(C)cc(C)n3)cc2)c1	-12	19	1.2	-3	-13	-4	99	-1.4	-5
CC1CCCCN1C(=O)CCS(=O)(=O)c1cccc2nonc12 (stereo not drawn)	-9	0	1.1	-16	-4	-11	94	-0.3	0
COc1ccc(-c2cc(-c3ccc(OC)cc3)c(C#N)c(SC)n2)cc1	-11	22	0.8	-6	-15	3	93	0.4	-2
CCCCN1C(=O)C(O)(CC(=O)c2ccccn2)c2ccccc21 (stereo not drawn)	4	8	-0.6	12	7	0	108	0.5	-3
CN1CCN(C(=O)/C(=C/c2cn(S(=O)(=O)N(C)C)c3ccccc23)NC(=O)c2ccccc2F)CC1	-2	-14	1.7	3	-3	4	109	0.7	-8
C/C(=N\NC(=O)c1ccc(F)cc1)c1cccc(NC(=O)c2ccco2)c1	-17	35	-0.9	-5	10	13	106	-0.8	1
CC1=C(C(=O)OC(C)C)C(c2ccc(C)o2)C(C(=O)OC(C)C)=C(C)N1	0	12	-2.3	1	-7	21	110	-2.8	-7
Cc1cc(-c2nnc(SCC(=O)Nc3ccccc3Cl)n2C)no1	-9	17	-1.7	-4	-6	3	112	-2.5	-6
OCCN(Cc1ccccc1)CC1CCCCC1	-5	14	-0.1	2	-3	8	105	-0.6	-6
CCOC(=O)c1sc2nc(CC(=O)OC)nc(N3CCN(c4ccccn4)CC3)c2c1C	2	-16	-0.4	9	-10	1	100	-0.5	-3
CCOC(=O)C1=C(CN2CCc3ccccc32)NC(=O)NC1c1cc(C)ccc1C (stereo not drawn)	0	.	-1.4	-7	-14	5	102	-1.7	-4
O=[n+]1cc(-c2ccccc2)n([O-])c2c1CCCCC2	-4	21	1.7	-1	-2	0	105	-1.1	-2
CN1C(c2ccc(F)cc2)=CS/C1=C(/C#N)c1nnc(N2CCOCC2)n1-c1ccccc1	-1	38	0.2	0	3	-2	99	0.8	-5
COc1ccc(C(=O)Oc2cccnc2)cc1	1	6	1.4	11	-4	1	104	1.0	-1
CN(C(=O)Cc1noc2ccccc12)c1ccccc1	1	-11	0.4	-3	-6	-1	101	-1.9	1
CC(=O)N1Cc2ccccc2CC1C(=O)NCc1ccccc1F (stereo not drawn)	-4	9	-0.3	4	-3	-1	103	0.5	-6
COc1ccc(C(=O)NCC(=O)OCC(=O)N2CC(C)OC(C)C2)cc1OC (stereo not drawn)	-1	.	0.8	.	.	.	.	0.6	-5
